# Ecoli viability: reduces bacterial viability in AddAB counter-screen | AID 449728 | E. coli V3065 growth, OD600 absorbance, 18 h | hit rate 0.27% among 330,000 | inhibition, % at 11.9 µM;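 active means inhibition above the campaign's mean inhibition across all tested compounds plus 3 SD, cut at about 9.9% in these data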;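 further: uninfected addAB+ strain grown without phage in ampicillin broth; 0% = DMSO wells and 100% = ciprofloxacin 0.95 µg/ml wells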
# PKA-R1A act: PKA-R1A complex activation. P00514+P68181. PKA-R1A dissociation, Cy5-IP20 fluorescence polarization; scaled: DMSO 0%, 113 µM cGMP 100%. activation, % at 11.4 µM. hit rate 0.083% among 340,000. AID 504707;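 active means percent activation above the mean of all tested compounds plus 3 SD, cut at about 19% in these data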;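 further: higher means more PKAc released from R1A so a rise in polarization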
# Mot1-301 SUMO: SUMOylation pathway inhibition by Mot1-301 growth rescue | S. cerevisiae Mot1-301 growth rescue, ATP luminescence, 38.5C; percent above DMSO median, 100 means doubled | growth rescue, % at 18.8 µM | hit rate 1% among 320,000;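 active means every valid replicate shows activation above 250% relative to neutral control wells; inactive means the rest, any valid replicate at or below 250%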;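 further: OY570 slx delta 5 strain wells were the positive control but not used for scaling; some compounds called inactive have numbers as strong as hits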
# OPRM1-OPRD1 inv: inverse agonist of human OPRM1-OPRD1 heterodimerization; P35372+P41143; cell-based MOR-DOR heterodimer luminescence, inverse agonism; inhibition, % at 9.3 µM; hit rate 0.21% among 340,000; AID 504357; in the data active means inhibition above about 22%, passing the limit was not always enough;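 further: 0% = cells with DMSO and 100% = wells without cells with DMSO; values of inactives mirror those of a sister screen read the other way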
# Target sequence (P35372 whole entry, looked up): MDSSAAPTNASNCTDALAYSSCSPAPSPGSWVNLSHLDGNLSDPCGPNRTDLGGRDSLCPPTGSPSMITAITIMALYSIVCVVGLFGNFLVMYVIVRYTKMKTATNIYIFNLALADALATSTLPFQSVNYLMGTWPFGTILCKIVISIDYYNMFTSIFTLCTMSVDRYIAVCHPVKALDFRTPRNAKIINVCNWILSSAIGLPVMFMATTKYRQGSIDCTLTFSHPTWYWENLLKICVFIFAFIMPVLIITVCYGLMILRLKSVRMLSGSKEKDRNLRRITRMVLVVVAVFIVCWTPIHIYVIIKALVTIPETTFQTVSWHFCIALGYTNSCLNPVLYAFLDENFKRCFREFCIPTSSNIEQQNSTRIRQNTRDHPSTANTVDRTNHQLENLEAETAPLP
# Target sequence (P41143 whole entry, looked up): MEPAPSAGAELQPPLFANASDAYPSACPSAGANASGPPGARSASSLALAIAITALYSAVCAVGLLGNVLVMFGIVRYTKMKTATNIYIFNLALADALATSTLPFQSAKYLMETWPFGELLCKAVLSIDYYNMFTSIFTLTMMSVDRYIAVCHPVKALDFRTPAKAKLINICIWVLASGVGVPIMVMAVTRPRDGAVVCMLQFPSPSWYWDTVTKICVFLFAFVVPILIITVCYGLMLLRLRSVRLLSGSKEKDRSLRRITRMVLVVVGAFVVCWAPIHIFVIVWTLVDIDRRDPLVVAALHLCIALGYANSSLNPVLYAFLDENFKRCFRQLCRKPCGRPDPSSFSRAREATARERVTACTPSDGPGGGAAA
# PfHsp90 yeast 2: reduces growth (ATP signal) of yeast expressing P. falciparum Hsp90; S. cerevisiae expressing PfHsp90, BacTiter-Glo ATP, 48 h; yeast lacking PDR1 and PDR3 efflux regulators; hit rate 0.32% among 310,000; inhibition, % at 9.4 µM;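 active means every replicate shows inhibition above about 80%, whatever the replicate mean, limit read from the data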;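 further: 0% = DMSO neutral controls and 100% = 20 µM radicicol positive controls; yeast relying on Plasmodium falciparum Hsp90 in place of its own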
# phage Ecoli inh: E. coli growth loss with phage present. growth absorbance. inhibition, % at 11.9 µM. hit rate 0.26% among 360,000; in the data active means inhibition above about 11%
# PKA-R2B act: activators of human PKA-R2B complex | PKA-R2B holoenzyme dissociation, Cy5-IP20 fluorescence polarization; R2B truncated from residue 108, S112A mutant; 0% DMSO only, 100% 113 µM cGMP | P22694+P31323 | hit rate 0.079% among 340,000 | activation, % at 11.4 µM;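 active means activation above a cutoff set at the mean over all compounds plus 3 SD, cut at about 18% in these data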;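 further: higher means more holoenzyme dissociation and a rise in polarization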
# HTR5A inv ag: counter-screen for OPRM1-OPRD1 inverse agonists: human HTR5A inverse agonism | P47898 | HTR5A cell line, luminescence | inhibition, % at 9.3 µM | hit rate 0.083% among 340,000; in the data active means inhibition mostly above about 23%, no sharp cut-off; inactive means mostly below about 18%;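 further: 0% = cells with DMSO and 100% = no-cell wells with DMSO; some compounds called inactive have numbers as strong as hits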
# Tat export inh: E. coli Tat transport inhibition; E. coli MC4100 TorA-mCherry Tat export, fluorescence; hit rate 0.036% among 340,000; inhibition, % at 10 µM; AID 488895;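 active means mean replicate inhibition at least 50% and at least half of replicates individually reaching 50%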;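 further: exported cargo escapes ClpAP degradation while cytoplasmic cargo is degraded and loses fluorescence; 0% = median of neutral control wells and 100% = median of NaSCN control wells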
# AddAB inh: less growth of phage-infected E. coli with AddAB. E. coli expressing H. pylori AddAB, absorbance growth. inhibition, % at 11.9 µM. hit rate 0.29% among 330,000; in the data active means inhibition above about 12%;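 further: 0% = vehicle wells of infected cells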
# OPRM1-OPRD1 ag: OPRM1-OPRD1 heterodimerization agonism | P35372+P41143 | cells, luminescence | AID 504326 | hit rate 0.3% among 340,000 | activation, % at 9.3 µM; in the data active means activation above about 18%;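 further: 0% = vehicle-treated cells and 100% = reference agonist; values of inactives mirror those of a sister screen read the other way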
# Numbers without * were called inactive; / = no result given; + = active, no number.
# Each structure is followed by: Ecoli viability	PKA-R1A act	Mot1-301 SUMO	OPRM1-OPRD1 inv	PfHsp90 yeast 2	phage Ecoli inh	PKA-R2B act	HTR5A inv ag	Tat export inh	AddAB inh	OPRM1-OPRD1 ag
O=C(COC(=O)/C=C/c1ccccc1)NC(=O)NCc1ccccc1
  0.0	-7.5	/	-32.8	3.3	3.3	2.0	3.1	4.2	0.8	8.2
CC(CC(=O)N1CCN(c2cccc(Cl)c2)CC1)S(=O)(=O)c1ccc2c(c1)NC(=O)CO2 (stereo not given)
  -1.9	-5.6	1.7	-9.5	19.0	-1.4	14.2	-9.6	5.2	-0.3	1.9
Cc1ccnc(Nc2nc(-c3c(C)nc4sccn34)cs2)c1
  1.4	-3.7	-18.7	3.0	-11.6	1.2	9.7	-37.6	-0.5	2.1	-0.7
CC(=O)c1cccc(NC(=O)CC2S/C(=N/N=C/c3cccs3)NC2=O)c1 (stereo not given)
  -2.5	-1.4	-3.1	14.0	-9.8	5.9	3.3	-10.3	0.0	1.2	-2.8
COc1cc(C(=O)NC(c2ccccc2)c2ccccc2)cc(OC)c1OC
  0.1	0.9	-4.0	5.5	-1.8	4.5	-0.9	-14.3	0.2	-0.6	-1.1
CC[n+]1c(/C=C2/C=C(C)CC(C)C2)sc2ccccc21 (stereo not given)
  -3.6	-5.4	97.8	-6.8	-1.7	4.9	-7.6	19.2	-3.4	3.9	1.4
Cc1cc(C(=O)CN2C(=O)NC3(CCCCC3)C2=O)c(C)n1Cc1ccc2c(c1)OCO2
  -2.6	7.0	-3.6	4.4	33.0	0.5	-10.6	-18.0	0.7	-2.5	-0.7
COC(=O)C(Cc1c[nH]c2ccccc12)NC(C)=O (stereo not given)
  -0.3	-6.7	0.2	14.3	-15.8	0.6	0.1	16.4	-0.3	3.6	-3.1
Cc1cc2c(cc3c(=O)n(CC(=O)NCCCN4CC(C)CC(C)C4)ncn32)s1 (stereo not given)
  -2.8	8.7	1.4	-9.8	-3.0	-1.4	-4.1	0.1	-3.7	2.0	1.8
COc1ccc(OCC(O)CN2C(=O)NC(C)(C)C2=O)cc1 (stereo not given)
  -1.8	-4.2	+	2.5	-15.9	2.5	-6.8	2.1	-3.0	0.1	-0.5
Cc1cc(C(=O)OC(C)C(=O)N2CCc3ccccc32)ccc1[N+](=O)[O-] (stereo not given)
  0.8	-13.9	2.1	-11.6	/	1.9	-6.1	-10.4	1.0	-0.8	1.8
Cc1cc(S(=O)(=O)Nc2noc3ccccc23)ccc1F
  0.0	-1.6	-17.4	8.2	-7.7	1.9	-1.7	13.4	3.0	-0.9	-1.8
CCCOc1cccc(C(=O)Nc2cccc(NC(=O)c3ccco3)c2)c1
  -2.2	-9.7	2.2	-3.0	-0.8	0.4	-7.6	3.6	8.7	1.5	0.6
CCOc1ccc(CCN2C(=S)N([C@@H](CC(C)C)CN3CCCC3CN3C(=S)NC[C@@H]3CC(C)C)C[C@@H]2Cc2ccc(O)cc2)cc1 (stereo not given in full)
  /	-11.3	/	5.6	13.9	1.1	6.6	-2.3	2.2	/	-1.2
O=C(CC1C(=O)NCCN1C(=O)c1ccccc1)Nc1cc(Cl)ccc1Cl (stereo not given)
  -2.4	-10.9	7.7	14.3	2.2	1.3	-2.5	9.4	-3.1	-1.5	-2.7
Cn1c(=O)c2c(nc(N/N=C/c3cccnc3)n2Cc2ccccc2)n(C)c1=O
  -2.1	6.5	134.6	8.6	-4.6	3.0	6.0	2.7	2.7	-1.1	-1.6
CC(C)C[C@@H](CNCC(=O)[C@H](Cc1c[nH]c2ccccc12)NC(=O)c1[nH]cnc1C(=O)N[C@@H](C)CN)NC(=O)c1nc[nH]c1C(=O)N[C@@H](Cc1ccccc1)C(=O)O
  /	-2.6	/	28.2	2.4	0.9	-2.5	-8.0	0.0	/	-6.0
O=C(CSc1nc2ccccc2s1)Nc1nccs1
  -1.9	-1.3	23.1	10.8	-22.6	2.3	3.3	-11.7	-3.9	0.8	-2.2
O=C(c1ccncc1)N1N=C(C2CC2)CC1(O)C(F)(F)F (stereo not given)
  0.0	1.2	4.1	1.6	5.9	4.5	-20.2	1.5	3.5	-0.7	-0.2
Cn1c(N)c(C(=O)CSc2nc3ccccc3c(=O)n2Cc2ccccc2)c(=O)n(C)c1=O
  -2.9	-7.9	12.3	20.8	-14.5	0.9	-4.7	-2.4	1.1	-2.8	-3.9

# (next part)
# Each structure is followed by: Ecoli viability	PKA-R1A act	Mot1-301 SUMO	OPRM1-OPRD1 inv	PfHsp90 yeast 2	phage Ecoli inh	PKA-R2B act	HTR5A inv ag	Tat export inh	AddAB inh	OPRM1-OPRD1 ag
Cc1cc2c(cc1C)C(c1cccc(F)c1)CC(=O)N2 (stereo not given)
  /	0.8	43.8	-9.2	-6.3	1.1	2.5	-9.6	1.6	/	2.0
CCOC(=O)N1CCN(C2CCCN(C(=O)c3cccc(Cl)c3)C2)CC1 (stereo not given)
  -1.7	-22.0	-16.2	16.4	12.4	0.6	-1.1	-7.7	9.7	-2.0	-3.0
Cc1ccc(OCC(=O)Nc2ccc(N3CCCC3)cc2)cc1C
  -3.8	-3.0	-6.9	10.2	3.3	-1.3	-6.8	2.5	-2.3	-0.9	-1.8
CCCCN1C(=O)C(=O)N(CC(=O)Nc2cccc(C(C)=O)c2)C1=O
  -3.2	2.9	-5.6	-1.9	5.0	0.5	7.4	4.5	-0.5	-0.3	0.5
CCc1ccccc1NC(=O)NNC(=O)CCc1ccc(OC)cc1
  /	3.1	21.4	11.2	1.5	0.0	-1.8	-1.2	1.1	/	-3.4
COC(=O)CN(c1nc(C)c(Br)c(OC)n1)S(=O)(=O)c1ccccc1
  -2.5	-0.9	-17.6	7.3	-14.5	-0.7	11.5	-34.8	7.5	2.0	-1.5
COc1ccccc1/C=N/NS(=O)(=O)c1ccccc1
  -0.8	-4.2	-2.2	5.2	-9.9	0.7	6.6	-4.9	-6.6	1.8	-1.2
Cc1cccc(C)c1NC(=O)c1c[nH]c2ccccc12
  -1.4	-0.6	223.0	7.2	-0.3	0.8	-7.5	1.1	2.0	2.2	-1.5
Nc1ncnc2c1ncn2[C@@H]1O[C@H](CNCc2cn(CC(=O)NC3CC3)c3ccccc23)[C@@H](O)[C@H]1O
  -0.4	-2.4	-0.7	18.3	-1.7	3.5	-0.5	2.4	-6.9	2.5	-3.9
c1ccc(-c2cc3c(N4CCCCC4)ncnc3s2)cc1
  -2.4	-11.0	-12.9	15.8	-9.1	2.1	-0.5	8.9	6.9	0.9	-3.1
COc1cc([N+](=O)[O-])ccc1-c1ccc(C(=O)Nc2ccc(NC(C)=O)cc2)o1
  -0.8	-3.0	1.9	-5.9	20.2	2.1	-3.3	-27.5	-2.5	1.8	1.1
O=C(CNC(=O)c1cccc(F)c1)N/N=C/c1ccc(O)c([N+](=O)[O-])c1
  -1.0	-7.7	-1.9	14.4	-38.3	0.0	-0.8	16.6	25.1	2.2	-2.8
COc1cccc(-n2c(Cc3cc(=O)[nH]c(=O)[nH]3)nnc2SCc2cccc(C(F)(F)F)c2)c1
  -0.8	-10.8	-17.7	4.8	/	3.6	-11.0	20.5	-3.6	3.9	-0.7
O=c1oc2cc(OCc3ccc(C(F)(F)F)cc3)ccc2cc1-c1ccccn1
  -0.6	-2.0	9.1	3.7	-23.4	1.9	-9.5	-10.3	-5.8	-2.4	-0.7
CC(=O)c1ccc(-c2ccc([C@H]3[C@H]4C=CC[C@@H](C)[C@@H]4C(=O)N3Cc3ccccc3)c(F)c2)cc1
  0.6	-4.7	-1.2	-3.1	-11.4	0.9	-5.1	8.9	-4.9	2.1	0.7
Cc1cc(C)n(C(=O)CNC(=O)c2ccco2)n1
  0.0	-3.6	-8.1	2.7	13.3	0.4	-0.6	5.5	1.3	-0.9	-0.5
COC(=O)c1ccc(NC(=O)COc2ccc(S(=O)(=O)NC(C)(C)C)cc2)cc1
  1.3	-9.3	1.4	2.6	-1.4	4.0	2.3	2.6	-0.3	-0.9	-0.5
O[C@H]1COC2C1OC[C@@H]2O (stereo not given in full)
  -0.9	-5.3	-3.0	7.5	-3.1	2.6	-7.8	-26.0	9.2	-1.3	-1.4
COc1cccc(CN(C)C(=O)c2[nH]c(C)c(C(C)=O)c2C)c1OC
  -2.1	0.2	-6.8	-6.0	13.0	2.2	6.3	-11.0	-1.5	3.3	0.9
CCN(CC)C(=O)C(C(=O)c1cccc([N+](=O)[O-])c1)n1cc(Cl)ccc1=O (stereo not given)
  0.3	-3.4	-3.5	3.1	8.4	5.6	2.7	-7.1	6.2	0.4	-0.6

# The results go on:
# Each structure is followed by: Ecoli viability	PKA-R1A act	Mot1-301 SUMO	OPRM1-OPRD1 inv	PfHsp90 yeast 2	phage Ecoli inh	PKA-R2B act	HTR5A inv ag	Tat export inh	AddAB inh	OPRM1-OPRD1 ag
CC(NC(=O)c1ccccc1Cl)C1CC2CCC1C2 (stereo not given)
  -0.3	-3.6	18.5	-1.8	15.9	-0.8	-5.7	8.0	-2.6	2.3	0.2
CCc1cc(C(=O)Nc2cc(Cl)ccc2N2CCN(C)CC2)sc1C
  -0.8	2.5	112.4	-38.3	7.5	3.1	-7.4	-29.5	0.0	-0.4	5.7
NC(=O)C1CCCN(C(=O)CCc2nnc(C3(c4ccc(Cl)cc4)CCC3)o2)C1 (stereo not given)
  2.6	0.1	122.0	18.7	14.9	0.6	8.9	-16.0	-0.8	1.8	-3.7
COc1ccccc1-n1nnnc1SCC(=O)NCC1CCCO1 (stereo not given)
  -0.2	3.8	-2.5	10.5	-41.1	-0.8	-3.7	-6.1	-4.7	1.2	-1.6
COc1ccc(C(=O)NCC(=O)OCC(=O)NCCC2=CCCCC2)cc1
  -1.1	6.3	-8.5	-7.4	33.6	3.1	-4.7	2.0	3.9	-1.4	1.0
CCC(C)NC(=O)C1CCCN(S(=O)(=O)c2ccc3c(c2)CC(C)N3C(C)=O)C1 (stereo not given)
  -1.6	6.3	-7.6	-10.5	-25.1	2.4	10.3	-5.2	5.5	-3.4	1.8
C=CCn1c(SCC(=O)Nc2c(C)cccc2C)nnc1-c1cnccn1
  0.4	-3.5	73.2	7.8	/	0.7	3.4	-12.4	-7.3	1.9	-1.5
O=C(CCCCn1ccc(=O)[nH]c1=O)Nc1ccc(O)c(C(=O)O)c1
  /	-1.8	/	12.3	-4.2	2.3	0.2	-3.1	-13.2	/	-2.8
O=C(N/N=C/c1cccnc1)c1cc(C2CC2)nc2ccccc12
  -0.8	2.0	-29.2	-6.3	5.9	/	-10.5	-8.8	-4.5	3.1	0.8
CCCNC(=O)COC(=O)c1ccc(S(=O)(=O)N2CCCCCC2)cc1
  3.0	-0.9	0.5	-1.1	1.3	1.9	2.9	14.0	-6.3	-0.7	0.2
O=C(Nc1ccc(N2CCOCC2)cc1)c1c(F)cccc1Cl
  1.8	-10.5	-2.9	9.6	17.4	2.6	-15.0	-0.1	6.2	0.8	-1.8

# Compound activity (PubChem)
